NPC1 prom act = activators of NPC1 promoter | Huh7 NPC1 promoter luciferase reporter, 24 h | Potency, µM (series often up to 9.22 µM), inactives show at the top dose activation, most hits filed as activators | 320,000 tested, 2.4% active;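 also: potency is read from the fitted curve at half-maximal effect; % of control where 0% means no effect; nearly all actives have a fitted effect of over 60% in size; reporter is driven by a mutant NPC1 promoter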
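Quantitative HTS used a cell-based reporter: Huh7 cells stably bearing the NPC1 promoter upstream of luciferase were treated with compounds for 24 h, and promoter activation was read as luminescence.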
Mito fusion act = inhibitors of mitochondrial division or activators of mitochondrial fusion. AID 485298. 320,000 tested, 0.23% active. Potency, µM (top dose mostly 46.1 µM), for the others: at the top dose growth rescue (activation), hits mostly activators. S. cerevisiae fusion-defective mutant growth rescue, CellTiterGlo 48 h;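 also: potency is read from the fitted curve at half-maximal effect; % of control where 0% means no effect; nearly all actives have a fitted effect of over 45% in size; temperature-sensitive fusion mutants such as fzo1-1 at 37 °C on non-fermentable ethanol glycerol medium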
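Read-out: ATP-based luminescence (CellTiterGlo, 10 min ambient) reporting growth of fusion-defective ts yeast after 48 hours at 37C on glycerol/ethanol YPEG medium in the presence of compound.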
Gal4-VP16 FLuc = counter-screen for ROR gamma inhibitors: Gal4-VP16 reporter; Drosophila S2 Gal4-VP16 UAS-luciferase, luminescence, 20 h; Potency, µM (highest dose often 53.6 µM), for the others: at the highest dose activity, negative = inhibition, usual class: inhibitors; 310,000 tested, 3.5% active; AID 2546;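 also: Gal4-VP16 expression switched on by copper sulfate through the metallothionein promoter; potency is read from the fitted curve at half-maximal effect; % is scaled to controls: 0 for no effect and ±100 for the full control effect; nearly all actives have a fitted effect of over 50% in size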
FLuc counter = firefly luciferase modulation, counter-screen for miR-21 project; purified FLuc, Km substrates, luminescence inhibition; Potency, µM (doses to about 57.5 µM), without a hit: at the top dose activity change, negative = inhibition, hits mostly inhibitors; 360,000 tested, 6.9% active;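 also: potency is read from the fitted curve at half-maximal effect; plate controls were vehicle for no effect and reference inhibitor for full effect; nearly all actives have a fitted effect of over 55% in size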
Target sequence (P08659 whole entry, looked up): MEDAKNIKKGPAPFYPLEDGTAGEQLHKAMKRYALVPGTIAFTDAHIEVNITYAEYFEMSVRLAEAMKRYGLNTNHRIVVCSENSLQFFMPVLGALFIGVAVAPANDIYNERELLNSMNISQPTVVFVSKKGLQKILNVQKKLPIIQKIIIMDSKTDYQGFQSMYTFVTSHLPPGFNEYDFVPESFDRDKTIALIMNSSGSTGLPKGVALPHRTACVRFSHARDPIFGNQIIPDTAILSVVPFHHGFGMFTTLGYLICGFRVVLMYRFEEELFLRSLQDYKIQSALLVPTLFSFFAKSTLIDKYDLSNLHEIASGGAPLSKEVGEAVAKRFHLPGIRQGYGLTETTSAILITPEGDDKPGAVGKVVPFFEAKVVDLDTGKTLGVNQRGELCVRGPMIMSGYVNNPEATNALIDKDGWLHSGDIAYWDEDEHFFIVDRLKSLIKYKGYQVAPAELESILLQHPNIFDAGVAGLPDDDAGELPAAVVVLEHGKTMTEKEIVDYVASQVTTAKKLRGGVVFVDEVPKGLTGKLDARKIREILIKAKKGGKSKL
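Purified P. pyralis luciferase, 10 nM final, with Km-level 10 uM D-luciferin and 10 uM ATP in 50 mM Tris acetate pH 7.5, 10 mM Mg acetate, 0.01% Tween-20, 0.05% BSA; 6-point qHTS titration about 60 µM downward; luminescence read.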
KCNH2 3.1 block = inhibitors of human KCNH2 3.1 potassium channel isoform; U2OS KCNH2 3.1, thallium flux FluxOr; stronger effect = lower value; activity change, % (tested at about 1.8 µM); 340,000 tested, 0.95% active; AID 720553;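 active = maximum activity change below -70%; inconclusive = maximum activity change from -70% to -50%; inactive = maximum activity change above -50%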;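 also: thallium influx rate constant from kinetic fluorescence after stimulation buffer; % is scaled to controls: 0 for no effect and ±100 for the full control effect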
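Thallium flux via FluxOr fluorescence (Red40 quencher, 45 min loading) in U2OS cells virally expressing the KCNH2 3.1 isoform (1.77 x 10^8 /mL virus, overnight at 37 C). Rate constants from 2-min kinetic reads post-stimulation, normalised to positive and negative controls.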
MBNL1-CUG inh = MBNL1-poly(CUG) RNA binding inhibition. TR-FRET MBNL1-His/biotin-(CUG)12 binding, 665/545 ratio. Potency, µM (top dose mostly 57.5 µM), for inactives: at the highest dose activity change, negative = inhibition, most hits filed as inhibitors. 280,000 tested, 0.036% active. AID 2675; active = well fitted inhibition curve with a large enough effect in the signal ratio, with a control signal flat, not every such curve was filed as active; inconclusive = small, poorly fitted or top-dose-only effect, or effect the other way, or a change in a side signal; inactive = no such curve, though single readings can be large or run the other way; the % refers to the signal ratio; also: potency is read from the fitted curve at half-maximal effect; % is scaled to controls: 0 for no effect and ±100 for the full control effect
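Ratiometric TR-FRET (665 over 545 nm, excitation 340 nm) tracks disruption of MBNL1-His/biotin-(CUG)12 complex after 60 min at room temperature, with compounds at 92 nM to 58 uM final.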
RORg inh = blocks mouse ROR gamma transcriptional activity; Drosophila S2 Gal4-RORgamma UAS-luciferase reporter, 20 h; AID 2551; Potency, µM (top dose mostly 53.6 µM), for inactives: top-dose activity change, negative = inhibition, hits mostly inhibitors; 310,000 tested, 5.4% active; also: potency is read from the fitted curve at half-maximal effect; % is scaled to controls: 0 for no effect and ±100 for the full control effect; nearly all actives have a fitted effect of over 60% in size
Target sequence (P51450 whole entry, looked up, the tested form may be a part): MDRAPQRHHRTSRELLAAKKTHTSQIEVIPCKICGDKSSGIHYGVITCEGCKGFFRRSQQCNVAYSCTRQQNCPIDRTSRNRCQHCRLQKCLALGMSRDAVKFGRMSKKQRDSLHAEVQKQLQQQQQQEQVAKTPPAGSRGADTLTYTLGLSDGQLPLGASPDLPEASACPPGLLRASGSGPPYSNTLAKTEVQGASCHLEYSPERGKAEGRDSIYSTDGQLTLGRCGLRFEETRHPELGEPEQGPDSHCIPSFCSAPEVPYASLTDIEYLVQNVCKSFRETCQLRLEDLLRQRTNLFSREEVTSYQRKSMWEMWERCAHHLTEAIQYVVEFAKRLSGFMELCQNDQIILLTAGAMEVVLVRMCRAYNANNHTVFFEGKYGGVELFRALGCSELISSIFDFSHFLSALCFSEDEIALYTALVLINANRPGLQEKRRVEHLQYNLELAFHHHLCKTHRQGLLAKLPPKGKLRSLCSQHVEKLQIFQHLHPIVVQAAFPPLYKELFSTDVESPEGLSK
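Drosophila Schneider cells stably carrying a metallothionein-driven Gal4 DBD–ROR gamma fusion and a UAS-Photinus luciferase reporter were exposed to compound for 1 hr, then induced with copper sulfate (700 uM final) for 20 hr at ambient temperature before luminescence reading.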
Rab9 prom act = activators of Rab9 promoter. Potency, µM (series often up to 9.22 µM), inactives show top-dose activation, negative = inhibition, most hits filed as activators. 320,000 tested, 2.8% active. Huh7 Rab9 promoter-luciferase reporter, luminescence, 24 h. AID 485297; also: potency is read from the fitted curve at half-maximal effect; % of control where 0% means no effect; nearly all actives have a fitted effect of over 60% in size
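Luciferase signal after 10 min detection reagent at ambient indicates Rab9 promoter upregulation; stably transfected Huh7 cells were treated 24 h with compound in DMSO at 37 °C, 5% CO2.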
Menin-MLL TR inh = inhibitors of human menin-MLL interaction, mutant MLL peptide. Menin + Texas Red MLL mutant peptide, fluorescence polarization. 270,000 tested, 0.23% active. Potency, µM (doses to about 61.6 µM), for the others: at the highest dose FP activity change, negative = inhibition, hits mostly inhibitors; active = well fitted inhibition curve with a large enough effect in the polarisation, with a control signal flat, not every such curve was filed as active; inconclusive = small, poorly fitted or top-dose-only effect, or effect the other way, or a change in a side signal; inactive = no such curve, though single readings can be large or run the other way; the % refers to the polarisation; also: potency is read from the fitted curve at half-maximal effect; % of control where 0% means no effect; many of its hits are not listed in these tables
ELG1 DNA repair = ELG1-dependent DNA repair inhibition; HEK293T ELG1-luciferase reporter, luminescence, 16 h; DNA damage induced by 5-fluorouridine; Potency, µM (top dose mostly 46.1 µM), without a hit: top-dose activity change, negative = inhibition, hits mostly inhibitors; AID 504467; 330,000 tested, 2.3% active; also: potency is read from the fitted curve at half-maximal effect; % is scaled to controls: 0 for no effect and ±100 for the full control effect; nearly all actives have a fitted effect of over 55% in size
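Luminescence from the luciferase reporter, measured 30 min after ONE-Glo reagent at room temperature, was the read-out. Beforehand, 2,000 cells per well were exposed for 16 hr at 37 °C to 5-fluorouridine together with compound or vehicle.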
PKM2 act = PKM2 (human) enzyme activation. P14618. purified PKM2, Kinase-Glo ATP luminescence, activation; response scale: 0% is enzyme alone, no compound. Potency, µM (doses to about 57.5 µM), without a hit: at the highest dose activation, usual class: activators. 260,000 tested, 0.34% active; also: potency is read from the fitted curve at half-maximal effect; % is scaled to controls: 0 for no effect and ±100 for the full control effect; nearly all actives have a fitted effect of over 55% in size
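Purified hPK-M2 (>95% pure) converted ADP (0.1 mM final) to ATP with 0.5 mM PEP in 50 mM imidazole pH7.2, KCl, MgCl2, Tween 20, BSA; 1 h at room temperature. ATP detected by Kinase-Glo luminescence.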
The depositor's hits bear a star; u = inconclusive; x = not tested or not shown; & = joins results of further samples; [ ] = another dose, or the depositor's remark. Unless noted, calls follow the shape of the dose curve; as a rule, active = well fitted curve in the direction sought with a large enough effect; inconclusive = small, poorly fitted or top-dose-only effect, or another doubt; inactive = no such curve, though single readings can be large; an effect the other way counts as inactive or inconclusive. Not all compounds are listed. The share of hits here may be higher or lower than overall.

SMILES	NPC1 prom act	Mito fusion act	Gal4-VP16 FLuc	FLuc counter	KCNH2 3.1 block	MBNL1-CUG inh	RORg inh	Rab9 prom act	Menin-MLL TR inh	ELG1 DNA repair	PKM2 act
CC(C)=CCN1CCN(Cc2cnc(N3CCOCC3)s2)CC1CCO (centres undefined)	3.2µM*	24%	-14%	2.1µM*	-9	23%	-87%	2.8µM*	26%	u	u
Cc1ccccc1NS(=O)(=O)c1ccc2c(c1)NC(=O)CO2	-1%	10%	-2%	-2%	11	0%	-1%	12%	0%	-3%	u
CCOc1ccccc1CNC(=O)C1CCCN(c2nc3ccccc3o2)C1 (centres undefined)	-4%	-5%	-8%	-1%	x	2%	11%	6%	-10%	-7%	-4%
CCSc1nc2c(c(-c3ccc(C)o3)c1C#N)CCCC2	-4%	12%	-1%	-1%	8	2%	14%	-3%	-9%	-21%	2%
CC(Oc1ccccc1)C(=O)Nc1ccc(F)c(S(=O)(=O)N2CCOCC2)c1 (centres undefined)	-1%	8%	x	4%	5	x	x	1%	x	4%	x
COc1ccc(CCN2CC(C(=O)NCCc3cccnc3)CCC2=O)cc1 (centres undefined)	-2%	-2%	2%	0%	x	-3%	-11%	8%	x	-2%	-2%
CCc1nnc2n1N=C(c1ccc(Cl)cc1)CS2	-5%	-1%	-2%	0%	2	-2%	11%	-5%	-2%	u	x
Cc1ccc(S(=O)(=O)c2cc3c(=O)n4cccc(C)c4nc3n(CC3CCCO3)c2=N)cc1 (centres undefined)	-6%	1%	-6%	1%	x	-13%	0%[10 µM]	6%	1%	0%	-1%
Cc1ccc(N2C(=O)CN=C2Nc2nc(C)cc(C)n2)cc1	-6%	1%	1%	1%	-3	x	-24%	-4%	x	-18%	-3%
CCn1c(=O)c(C(=O)NCCNCCO)c(O)c2ccccc21	-2%	-2%	-1%	1%	14	-7%	-24%	2%	-24%	0%	1%

Rab9 prom act, entries above that show a hit
Molecule	NPC1 prom act	Mito fusion act	MBNL1-CUG inh	RORg inh	Rab9 prom act	Menin-MLL TR inh	PKM2 act
CC(C)=CCN1CCN(Cc2cnc(N3CCOCC3)s2)CC1CCO (centres undefined)	3.2µM*	24%	23%	-87%	2.8µM*	26%	u

Later entries:
SMILES	NPC1 prom act	Mito fusion act	Gal4-VP16 FLuc	FLuc counter	KCNH2 3.1 block	MBNL1-CUG inh	RORg inh	Rab9 prom act	Menin-MLL TR inh	ELG1 DNA repair	PKM2 act
Cn1c(=O)oc2cc(S(=O)(=O)Nc3ccccc3O)ccc21	-3%	3%	2%	0%&-2%	9	1%	-34%	-2%	-13%	-1%	14µM*
CN1CCC(N(C)C(=O)CCc2nc3ccccc3n2-c2ccccc2)CC1	-9%	2%	3%	-1%	5	x	1%	1%	-16%	2%	1%
Clc1ccc(OCc2cc(-c3ccccc3)no2)cc1Cl	14%	7%	24%	u	20	-7%	39%	24%	3%	u	0%
Cn1c(N2CCN(C(c3ccccc3)c3ccccc3)CC2)nc2c1c(=O)[nH]c(=O)n2C	-6%	-7%	18%	0%	-2	-4%	u	0%	u	u	x
Cc1cc(C(=O)NCCN2C(=O)S/C(=C\c3cccs3)C2=O)ccc1[N+](=O)[O-]	0%	1%	u	5%	-15	x	23%	1%	16%	-15%	-1%
CCNC(=S)Nc1cccc([N+](=O)[O-])c1	-6%	1%	-1%	0%	x	u	-1%	-7%	-4%	13%	3%
CCN(CC)CCCNc1cc(C)nc2cc(-c3cccs3)nn12	-3%	2%	u	-2%	2	u	11µM*	-2%	5%	16%	-10%
COc1ccc(Nc2nc(N)nc(CSC(=S)N3CCC(C)CC3)n2)cc1	-3%	22%	u	u	0	2%	u	-1%	u	-11%	7%
Cc1ccc(C(=O)OCC(=O)N2C(C)CCCC2C)cc1S(=O)(=O)N1CCCCC1 (centres undefined)	0%	2%	x	-14%	-13	x	x	2%	x	u	x
O=C(Nc1cccc(O)c1)c1ccc(C(F)(F)F)cc1	u	0%	-5%	12µM*	2	1%	17%	u	u	u	-14%
Cc1ccc(C(=O)COC(=O)c2cccs2)cc1	0.79µM*	2%	-28%	0.15µM*	-8	u	u	0.45µM*	27%	u	2%
Cc1cc(C)n(C(=O)CNC(=O)CCc2ccccc2)n1	-3%	0%	-12%	0%	-4	-5%	-16%	-4%	-8%	1%	-5%
Cc1nc2ccccc2cc1O	x	-3%	-4%	-1%	-7	6%	10%	x	0%	x	-5%
COC(=O)[C@H](CC(C)C)NC(=O)Nc1ccc(S(N)(=O)=O)cc1	-5%	6%	-9%	-3%	40	x	-10%	2%	x	-2%	-2%
COc1ccc(NC(=O)CN(C)C(=O)CN2C(=O)NC3(CCCCC3)C2=O)cc1	-4%	-1%	x	3%	7	x	x	-2%	x	-4%	x
Cc1cc(NC(=O)c2ccc(F)cc2)n(-c2ccccc2)n1	-8%	6%	-10%	3%	2	-4%	5%	-3%	0%	u	x
CCOC(=O)C1=C(C)N=C2SCCC(=O)N2C1c1ccc(OC)cc1 (centres undefined)	-6%	8%	-16%	0%	x	-6%	-2%	1%	2%	-2%	0%
O=C1CCC(C(=O)Nc2ccc([N+](=O)[O-])cc2)N1 (centres undefined)	-1%	6%	x	0%	14	x	x	1%	x	7%	x
CC(=O)OCC(=O)[C@H]1CC[C@H]2[C@@H]3CC=C4C[C@@H](O)CC[C@]4(C)[C@H]3CC[C@]12C	0%	u	-11%	13%	-8	3%	10%	-5%	-11%	-10%	-10%
O=C(Cn1ccc(NC(=O)OCc2ccccc2)nc1=O)NCc1ccc2c(c1)OCO2	3%	-13%	x	-1%	u	x	x	-3%	x	25%	x
CCOC(=O)c1ccc(NC(=O)CN2C(=O)CSC2=O)cc1	-13%	6%	-3%	21µM*	22	-1%	-1%	1%	u	17%	0%
CC1CCN(C(=O)c2ccc(S(=O)(=O)NCc3ccco3)cc2)CC1	-3%	8%	-1%	1%	-17	-1%	-15%	-2%	-9%	-2%	1%
Cc1nn(CC(=O)Nc2cccnc2)c(C)c1[N+](=O)[O-]	1%	2%	-12%	-1%	26	2%	14%	1%	26%	1%	-7%
COc1cc(/C=C/C(=O)O)ccc1OCc1ccc([N+](=O)[O-])cc1	1%	2%	1%	u	-2	12%	9%	3%	2%	13%	0%
COc1ccc(N2CCN(C(=O)COc3ccc4ccccc4c3)CC2)cc1	-3%	-1%	-4%	-2%	0	2%	-14%	-1%	u	6%	10%
COc1ccc(C2=NOC(C(=O)O)C2)cc1 (centres undefined)	0%	-1%	-3%	5%	-23	-6%	-9%	0%	1%	u	-1%
COc1ccc(N2CCN(S(=O)(=O)CCNC(=O)c3cc(=O)c4ccccc4o3)CC2)cc1	0%	0%	2%	3%&1%	1	-3%	0%	-1%	x	19%	x
CN(C)C(CNC(=O)c1ccc(NS(=O)(=O)c2ccc(F)c(F)c2)cc1)c1ccccc1 (centres undefined)	1%	-1%	x	3%	4	x	x	-2%	x	15%	x
NC(N)=NC(N)=Nc1ccc(O)cc1	-5%	11%	-10%	-2%	21	-1%	1%	-9%	0%	0%	4%
COC(=O)C1=C(C)N=C2SC(C)C(=O)N2C1/C=C/c1ccccc1 (centres undefined)	3%	0%	-8%	4%	-11	-1%	0%	3%	u	12%	6%
N#Cc1cc(Cl)c(N2CCOCC2)cc1C#N	-3%	-2%	13%	4%	4	6%	11%	-3%	3%	u	-6%
CCOc1cc(CNn2nnnc2N)cc(Cl)c1OCC(=O)NC(C)(C)C	0%	-4%	-7%	3%	1	10%	-17%	-3%	-1%	14%	-3%

Compound activity as filed in PubChem.
